# KCNK3 inh: human KCNK3 channel inhibitors, primary screen, CHO cells, FluxOR thallium flux, B-score. Potassium channel subfamily K member 3 (Homo sapiens), O14649. FluxOR fluorescence; stronger effect = lower value. B-score at 10 µM. hit rate 0.84% among 340,000. AID 602410, 2012;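 active = B-score under library mean minus 4 SD, starting fluorescence ratio at most library mean plus 5 SD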;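 also: more negative B-score means stronger inhibition of thallium flux through KCNK3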
# hERG protect: hERG rescue from dofetilide block, primary screen, cell-based, CHO-hERG, FluxOR thallium flux, dofetilide IC70. Voltage-gated inwardly rectifying potassium channel KCNH2 (Homo sapiens), Q12809. dofetilide IC70 present. activation (rescue from dofetilide block), less the hit threshold, % at 10 µM. hit rate 0.51% among 310,000;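 active = activation above the mean of controls blocked by dofetilide plus 5 SD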;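 also: thallium influx through hERG after potassium depolarization seen as dye fluorescence rise; in these data hits start at about 4.7%; inactives centre near -7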
# MrgX1 allo act: positive allosteric modulators of MrgX1, primary screen, HEK293 cells, Fluo-4 calcium flux; Mas-related G-protein coupled receptor member X1 (Homo sapiens), Q96LB2; FDSS; stronger effect = higher value; B-score at 10 µM; hit rate 0.63% among 310,000; AID 588675, 2011;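 active = plate-corrected calcium response at least 3 library SD above typical, normal starting fluorescence, not activating the receptor alone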;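 also: compound read alongside a low EC10 to EC30 dose of BAM8-22 agonist; peak minus trough fluorescence over baseline measured at the second addition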
# Target sequence (Q96LB2 whole entry, looked up): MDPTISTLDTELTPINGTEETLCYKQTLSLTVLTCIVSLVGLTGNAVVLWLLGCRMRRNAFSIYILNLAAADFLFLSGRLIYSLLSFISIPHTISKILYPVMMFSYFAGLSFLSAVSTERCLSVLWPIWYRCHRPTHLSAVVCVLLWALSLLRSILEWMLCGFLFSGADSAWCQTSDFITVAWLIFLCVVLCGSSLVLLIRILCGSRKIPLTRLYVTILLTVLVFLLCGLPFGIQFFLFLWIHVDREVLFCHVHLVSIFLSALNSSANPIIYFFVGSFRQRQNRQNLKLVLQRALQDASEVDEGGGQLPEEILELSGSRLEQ
# TMEM16A inh: TMEM16A chloride channel inhibitors, primary screen, cell-based, HTS; Anoctamin-1 (Mus musculus), Q8BHY3; HEK293 TMEM16A/YFP iodide influx fluorescence, ionomycin; normalized B-score (activity score, 25-100; higher = stronger inhibition) at 10 µM; hit rate 1.2% among 310,000; AID 588511, 2011;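 active = ratio plate-corrected score three or more library SD toward inhibition, starting fluorescence score within five deviations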;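 also: score derived from kinetic fluorescence span divided by baseline fluorescence per well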
# KCNK9 inh: KCNK9 potassium channel inhibitors, primary screen, HEK293 cells, thallium flux. Potassium channel subfamily K member 9 (Homo sapiens), Q9NPC2. FluxOR thallium flux fluorescence; stronger effect = lower value. B-score at 10 µM. hit rate 1.2% among 310,000. AID 488922, 2010;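 active = ratio B-score over 3 SD below the library mean, with starting fluorescence within 5 SD of its mean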;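 also: negative B-score means less thallium flux so channel inhibition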
# Target sequence (Q9NPC2 whole entry, looked up): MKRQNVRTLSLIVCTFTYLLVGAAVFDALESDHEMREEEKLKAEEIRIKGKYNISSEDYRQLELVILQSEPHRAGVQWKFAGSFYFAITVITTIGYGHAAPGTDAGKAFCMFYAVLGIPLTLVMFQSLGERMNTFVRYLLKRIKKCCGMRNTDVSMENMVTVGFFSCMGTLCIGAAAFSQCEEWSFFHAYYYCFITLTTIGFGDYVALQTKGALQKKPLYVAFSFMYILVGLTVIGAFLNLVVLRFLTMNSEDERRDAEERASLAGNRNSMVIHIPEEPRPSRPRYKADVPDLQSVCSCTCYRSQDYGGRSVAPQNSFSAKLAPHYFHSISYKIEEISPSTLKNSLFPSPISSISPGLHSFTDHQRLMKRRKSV
# RGS4 pot: RGS4 potentiators or activators, primary screen, cell-based, HEK293 M3R inducible RGS4, calcium flux; AID 463111, 2010; B-score at 10 µM; hit rate 0.92% among 310,000; carbachol calcium flux Fluo4; stronger effect = lower value;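 active = B-score of the integrated calcium signal more than 4 SD below the library mean, with starting fluorescence not abnormally high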;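 also: negative B-score means reduced calcium response which marks RGS4 activation or potentiation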
#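 test system = HEK293 cells with stable M3R and inducible RGS4 | schedule = recording 10 s baseline at 1 Hz, 100 s post-agonist | technique = Fluo4-AM (2 µM) calcium-flux fluorescence, kinetic read | measure = Agonist-evoked peak-minus-minimum fluorescence over baseline, integrated ratio, B score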
# KCNQ1 inh: inhibitors of human KCNQ1 channel, primary screen, cell-based, thallium flux, high-throughput. B-score at 10 µM. CHO-K1 KCNQ1, FluxOR thallium flux fluorescence; stronger effect = higher value. Potassium voltage-gated channel subfamily KQT member 1 (Homo sapiens), P51787. hit rate 1.3% among 310,000;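 active = compounds whose thallium flux B-score, printed positive for inhibition, exceeds three library SD while starting fluorescence stays within three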;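 also: channel opened by potassium depolarization with thallium stimulus after 20 min compound exposure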
# RGS4 block: RGS4 inhibitors, primary screen, cell-based, HEK293 M3R inducible RGS4, calcium flux | Regulator of G-protein signaling 4 (Homo sapiens), P49798 | B-score at 10 µM | hit rate 0.45% among 310,000 | Fluo-4 calcium flux; stronger effect = higher value; triggered by carbachol at its EC20 | AID 463165, 2010;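 active = B-score, a plate-corrected calcium signal, over three deviations above library mean, with baseline fluorescence within five deviations of library mean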;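 also: RGS4 expression induced by doxycycline in cells with stable M3 receptor; B-score is computed from the integrated fluorescence ratio over baseline after carbachol; higher B-score means a larger calcium signal and so more RGS4 inhibition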
# Target sequence (P49798 whole entry, looked up): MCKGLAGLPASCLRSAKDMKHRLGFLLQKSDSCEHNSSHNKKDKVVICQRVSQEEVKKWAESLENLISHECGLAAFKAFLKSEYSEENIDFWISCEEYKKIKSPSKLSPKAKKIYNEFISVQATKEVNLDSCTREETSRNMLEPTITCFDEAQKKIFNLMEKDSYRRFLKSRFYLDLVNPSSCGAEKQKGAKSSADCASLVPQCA
# TMEM16A act: TMEM16A chloride channel activators or potentiators, primary screen, cell-based, HTS. hit rate 0.3% among 340,000. HEK293 TMEM16A/YFP-H148Q/I152L, iodide quench fluorescence; stronger effect = lower value. Anoctamin-1 (Mus musculus), Q8BHY3. B-score at 10 µM;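 active = fluorescence-ratio B-score plate-corrected deviation score at least 3 library SD below zero, with starting fluorescence score within 5 deviations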;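 also: channel opened by trigger with iodide after compound preincubation; score built on the fluorescence ratio of max minus min over baseline; more negative score means more quench and so TMEM16A activation or potentiation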
# KCNQ1 act: potentiators or activators of KCNQ1 channel, primary screen, cell-based, thallium flux, high-throughput; Potassium voltage-gated channel subfamily KQT member 1 (Homo sapiens), P51787; CHO-K1 KCNQ1, thallium flux FluxOR fluorescence; stronger effect = higher value; B-score at 10 µM; hit rate 0.35% among 310,000;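 active = fluorescence ratio B-score, a plate-corrected score, at least three library SD, with initial intensity B-score within 5 SD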
#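 assay system = KCNQ1-transfected CHO-K1 cells | medium = assay buffer with matched DMSO | probe or stimulus = depolarizing K+/Tl+ stimulus, K2SO4 and Tl2SO4 each 12.5 mM in 5x stock | dosing = single dose | incubation = dye 90 min, compound 20 min, room temperature | detection = kinetic FluxOR fluorescence, 10 s baseline plus 110 s post-stimulus | evaluation = ratio B score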
# MrgX1 agonist: agonists of human MrgX1 receptor, primary screen, HEK293 cells, Fluo-4 calcium flux | Mas-related G-protein coupled receptor member X1 (Homo sapiens), Q96LB2 | Fluo-4 calcium fluorescence, agonist mode; stronger effect = higher value | B-score at 10 µM | hit rate 0.44% among 310,000;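 active = calcium response B-score plate-corrected fluorescence ratio at least 3 library SD, with starting fluorescence B-score inside 5 SD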
#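 Assay system: MrgX1-expressing HEK293 cells / Amount: fifteen thousand cells per well / Doses: test compound in the initial addition of three / Timing: cells plated overnight, dye loaded 0.5 h 37 °C, 0.5 h room temperature / Technique: kinetic calcium dye fluorescence, Fluo-4 NW / Control set: positive and negative controls per plate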
# An asterisk follows results filed as active; i = inactive; . = not tested or not shown.
molecule	KCNK3 inh	hERG protect	MrgX1 allo act	TMEM16A inh	KCNK9 inh	RGS4 pot	KCNQ1 inh	RGS4 block	TMEM16A act	KCNQ1 act	MrgX1 agonist
COc1ccc(/C=C/C(=O)CC(O)(c2ccccc2)C(F)(F)F)cc1 (stereo not drawn)	i	-19.1	i	i	i	i	i	i	i	i	i
Cc1ccccc1/C=N/N1C(=O)CSC1=S	i	-11.9	i	i	i	i	i	i	i	i	i
COc1cc(CN2CC(=O)N(c3cc(Cl)ccc3C)C2=S)cc(OC)c1OC	i	-2.9	i	i	i	i	i	i	i	i	i
Cc1ccccc1CC1(CO)CCCN(Cc2ccc3c(c2)OCCO3)C1 (stereo not drawn)	i	-7.2	i	i	i	i	i	i	i	i	i
Cc1cc(Cl)c(O)c(-n2nc3ccccc3n2)c1	i	3.5	i	i	i	i	i	i	i	i	i
COC(=O)c1cc(NC(=O)C(C)c2ccc(CC(C)C)cc2)ccc1O (stereo not drawn)	i	-5.2	i	25*	i	i	i	i	i	i	i
Cc1nc2ccccc2n1C1CC(=O)N(N(C)C)C1=O (stereo not drawn)	i	-6.1	i	i	i	i	i	i	i	i	i
CCOC(=O)C1CCN(C(c2cccc(F)c2)c2sc3nc(C)nn3c2O)CC1 (stereo not drawn)	i	-7.5	i	i	i	i	i	i	i	i	i
COc1cc(CCC(=O)Nc2nnc(C)s2)cc(OC)c1OC	i	-1.4	i	i	i	i	i	i	i	i	i
CC(=O)N1CCOc2ccc(S(=O)(=O)N3CCC(C(=O)Nc4ccc(C)c(C)c4)CC3)cc21	i	-7.0	i	i	i	i	i	i	i	i	i
NS(=O)(=O)c1cccc(NC(=O)CNC(=O)CC23CC4CC(CC(C4)C2)C3)c1	i	-13.6	i	i	i	i	i	i	i	i	i
COc1ccc(/C=C/C(=O)Nc2ccccc2C(=O)NCC(c2ccc(OC)cc2)N(C)C)cc1 (stereo not drawn)	i	-12.6	i	i	i	i	i	i	i	i	i
CCCc1cc(=O)[nH]c(SCC(=O)N(CC)C2CCS(=O)(=O)C2)n1 (stereo not drawn)	i	-3.0	i	i	i	i	i	i	i	i	i
CCOCCCNCC(=O)N1CCN(S(=O)(=O)c2ccc(C)cc2)CC1	i	-10.8	i	i	i	i	i	i	i	i	i
COc1ccc2c(c1)C=C(C(=O)NCc1ccc(Cl)cc1)CO2	i	-10.9	i	i	i	i	i	i	i	i	i
CCn1c(O)c(/C=N/N=C2CCCCC2)c2cc(C3=NNC(=O)CC3)ccc21	i	-13.1	i	i	i	i	i	i	i	i	i
COc1ccc(CN2CCNC(=O)C2CC(=O)NCC(C)(C)N2CCOCC2)cc1C (stereo not drawn)	i	-8.4	i	i	i	i	i	i	i	i	i
COc1ccc(OC2CCN(S(=O)(=O)c3ccc(OC)c(OC)c3)CC2)cc1	i	0.8	i	i	i	i	i	i	i	i	i
COc1ccc(CNC(=O)COC(=O)c2ccco2)cc1	i	-5.2	i	i	i	i	i	i	i	i	i
CC(C)(C)c1ccc(OCC(=O)NC2CCS(=O)(=O)C2)cc1 (stereo not drawn)	i	-7.2	i	i	i	i	i	i	i	i	i
O=C(CSc1cccc(C(F)(F)F)c1)N1CCN(S(=O)(=O)c2ccccc2)CC1	i	-2.4	i	i	i	i	i	i	i	i	i
COc1ccc(NC(C)=O)cc1NC(=O)CSc1nnc(-c2cccnc2)n1C	i	-8.4	i	i	i	i	i	i	i	i	i
O=S(=O)(c1cccc2cccnc12)N1CCN(c2ccccn2)CC1	i	-4.9	i	i	i	i	i	i	i	i	i
O=C(Nc1c(C(=O)N2CCC(N3CCCCC3)CC2)oc2ccccc12)c1ccc(F)cc1	i	-13.7	i	i	i	i	i	i	i	i	i
COc1ccccc1CC1(C)NC(=O)N(CC(=O)Nc2cc(C)on2)C1=O (stereo not drawn)	i	-10.1	i	i	i	i	i	i	i	i	i
COc1ccc(CCNC(=O)Cn2c(=O)c3cccn3c3cccnc32)c(OC)c1OC	i	-4.0	i	i	i	i	i	i	i	i	i
CCOc1ccc(Nc2nc(C)cc(C)c2C#N)cc1	i	-3.9	i	i	i	i	i	i	i	i	i
Cc1ccccc1NC(=O)C(=O)N/N=C/c1cccc(Br)c1	i	-7.9	i	i	i	i	i	i	i	i	i
Cc1cc(Sc2ncnc(N)c2[N+](=O)[O-])ncn1	i	-24.5	i	i	i	i	6*	i	i	i	i
CCOC(CNc1ncnc2sc(-c3ccccc3)cc12)OCC	i	-14.5	i	i	i	i	i	i	i	i	i
COc1ccc(Cl)cc1N(CC(=O)Nc1ccc2c(c1)OCO2)S(C)(=O)=O	i	-7.7	i	i	i	i	i	i	i	i	i
O=C(O)c1ccc2cccnc2n1	i	-18.4	i	i	i	i	i	i	i	i	i
Cc1cc2c(c(=O)n1CCc1ccccc1)C(c1ccco1)C(C#N)=C(N)O2 (stereo not drawn)	i	-13.7	i	i	i	i	i	i	i	i	i
Cc1cc(C)c(S(=O)(=O)c2c(C)cccc2C)c(Cl)n1	i	-5.3	i	i	i	i	i	i	i	i	i
CCCCC(Nc1ncnc2ccccc12)C(=O)O (stereo not drawn)	i	-10.2	i	i	i	i	i	i	i	16*	i
COc1cccc(-c2nnc(SCc3ccccn3)n2C)c1	i	-9.7	i	i	i	i	i	i	i	i	i
O=C(NN1C(=O)/C(=C/C=C/c2ccco2)SC1=S)c1ccccc1O	i	-17.1	i	i	i	i	i	i	i	i	i
COc1ccc(C)cc1NC(=O)C1CC(=O)OC12CCCCC2 (stereo not drawn)	i	-6.1	i	i	i	i	i	i	i	i	i
Cn1nc(C(C)(C)C)cc1C(=O)NCc1cc(F)cc2c1OCOC2	i	-25.2	i	i	i	i	7*	i	i	i	i
O=C(Nc1ccccc1C(=O)O)c1ccc(N2C(=O)C3CC=CCC3C2=O)cc1 (stereo not drawn)	i	-2.2	i	i	i	i	i	i	i	i	i
O=S(=O)(Nc1cccc2cccnc12)c1ccc(S(=O)(=O)N2CCCC2)cc1	i	-11.3	i	i	i	i	i	i	i	i	i
Cc1ccccc1NC(=O)N1C2CCCC1CC(NC(=O)C1CC1)C2 (stereo not drawn)	i	-7.2	i	i	i	i	i	i	i	i	i
C=C(C)C1CC=C(C)/C(=N\NC(=O)CNc2ccccc2OC)C1 (stereo not drawn)	i	-11.0	i	i	i	i	i	i	i	i	i
COc1ccc(-c2cc(=O)oc3cc(OC(C)C(=O)NCCCn4ccnc4)ccc23)cc1 (stereo not drawn)	i	-8.1	i	i	i	i	i	i	i	i	i
COc1ccc(C(=O)O)cc1F	i	-9.5	i	i	i	i	i	i	i	i	i
CCN(CC)c1ccc(NC(=O)OC)cc1	i	-5.8	i	i	i	i	i	i	i	i	i
CC1CCN(S(=O)(=O)c2ccc3[nH]c(=O)[nH]c3c2)CC1	i	-8.5	i	i	i	i	i	i	i	i	i
OCc1nc2ccccc2n1Cc1ccc(Cl)cc1	i	-1.1	i	i	i	i	i	i	i	i	i
CC(C(=O)Nc1ccc(C#N)cc1)N(C)CC(=O)Nc1cccc(F)c1 (stereo not drawn)	i	-5.0	i	i	i	i	i	i	i	i	i
C[C@H]1CN=C(Nc2ccccc2)N1CC1CCCCCC1	i	1.6	i	i	i	i	i	i	-6.73*	i	i

# Going on with the list.
molecule	KCNK3 inh	hERG protect	MrgX1 allo act	TMEM16A inh	KCNK9 inh	RGS4 pot	KCNQ1 inh	RGS4 block	TMEM16A act	KCNQ1 act	MrgX1 agonist
O=C(c1ccccc1)c1ccc2nc(Nc3ccccc3)c3nncn3c2c1	i	-5.0	i	i	i	i	i	i	i	i	i
Cc1ccc2nc(-c3ccncc3)cc(C(=O)NCCc3ccc(F)cc3)c2c1	i	-12.9	i	i	i	i	i	i	i	i	i
CCOc1c2ccc(C(=O)NCCc3ccc(C)cc3)cc2nn1CC	i	-9.1	i	i	i	i	i	i	i	i	i
O=C(C1CCCN(S(=O)(=O)c2ccc(F)cc2)C1)N1CCCCC1 (stereo not drawn)	i	-5.4	i	i	i	i	i	i	i	i	i
Cc1ccc(C(=O)NCC(=O)NCC(c2cccs2)N2CCOCC2)cc1C (stereo not drawn)	i	-11.1	i	i	i	i	i	i	i	i	i
COc1ccccc1C1N=C(c2ccccc2C)NO1 (stereo not drawn)	i	-3.8	i	i	i	i	i	i	i	i	i
CC1(OC(=O)C2CCCC2)C(=O)C=C2C=C(c3ccsc3)N(CCN3CCOCC3)C=C2C1=O (stereo not drawn)	.	-8.6	.	.	i	i	i	i	.	i	.
S=C(Nc1ccc(Nc2ccccc2)cc1)N1CCN(c2ncccn2)CC1	i	-13.2	i	i	i	i	i	i	i	i	i
COC(=O)c1ccc(CN2C(=O)NC3(CCC(C)CC3)C2=O)o1 (stereo not drawn)	i	-3.2	i	i	i	i	i	i	i	i	i
Cc1cccc[n+]1CC(=O)Nc1cccc([N+](=O)[O-])c1	i	-4.7	i	i	i	i	i	i	i	i	i
Cc1nnc(NCCc2ccccc2)[nH]c1=O	i	-8.9	i	i	i	i	i	i	i	i	i
CCOc1ccc(C2=C(C=Nc3c(C)n(C)n(-c4ccccc4)c3=O)C(c3ccc(F)cc3)c3ccccc3O2)cc1 (stereo not drawn)	i	-2.9	i	i	i	i	i	i	i	i	i

# Compound activity as filed in PubChem BioAssay.
